Screening results (PubChem BioAssay)
MPTP inh: permeability transition pore inhibition; isolated mouse mitochondria, Ca2+ swelling absorbance, 30 min; inhibition, % at 10 µM; actives 1.4% (n = 360,000);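 active = inhibition of 50% or more, scaled per plate between neutral and stimulator controls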;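 note: 0% = DMSO wells given calcium and 100% = 1 mM EGTA wells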
PfG6PD inh: PfG6PD (Plasmodium falciparum) enzyme inhibition. PfGluPho enzyme, NADPH resazurin-diaphorase fluorescence. inhibition, % at 20 µM. actives 0.78% (n = 350,000);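 active = inhibition reaching at least a set limit at 20 µM in the primary screen, cut at about 59% in these data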;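 note: 0% = DMSO wells with substrate and 100% = DMSO wells lacking glucose-6-phosphate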
SENP6 block: inhibitors of human SENP6 protease; Q9GZR1; inhibition, % at 10 µM; actives 1.8% (n = 330,000); Recombinant SENP6 catalytic domain, aminoluciferin luminescence; AID 2599;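 active = inhibition above about 50% at the single tested dose, limit read from the data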;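 note: plate controls were DMSO wells with enzyme for no effect and DMSO wells lacking enzyme for full effect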
Target sequence (Q9GZR1 628-1112 limits assumed): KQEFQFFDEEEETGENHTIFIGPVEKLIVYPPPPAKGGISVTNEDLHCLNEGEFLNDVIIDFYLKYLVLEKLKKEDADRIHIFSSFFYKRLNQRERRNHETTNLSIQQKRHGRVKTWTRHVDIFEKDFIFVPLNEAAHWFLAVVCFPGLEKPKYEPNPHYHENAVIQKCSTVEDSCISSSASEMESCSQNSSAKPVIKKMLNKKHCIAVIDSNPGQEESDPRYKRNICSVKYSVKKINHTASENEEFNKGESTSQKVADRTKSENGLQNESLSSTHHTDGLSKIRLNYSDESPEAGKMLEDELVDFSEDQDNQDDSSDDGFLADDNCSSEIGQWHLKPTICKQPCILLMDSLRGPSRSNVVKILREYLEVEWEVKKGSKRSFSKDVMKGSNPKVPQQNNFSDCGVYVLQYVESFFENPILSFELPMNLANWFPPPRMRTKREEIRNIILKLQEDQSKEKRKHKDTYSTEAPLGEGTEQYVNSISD
GRIN3A LBD mod: NR3A (human) ligand-binding domain modulation; NR3A LBD differential scanning fluorimetry, Tm shift; 0% = protein alone, 100% = glycine-bound protein; Tm shift relative to glycine control, % at 25 µM; actives 2.5% (n = 340,000); AID 1259313;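 active = melting temperature shift of at least 10% of the positive control shift, at one fixed dose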
ATG4B inh: blocks human ATG4B protease cleavage of LC3 substrate. Q9Y4P1. ATG4B cleavage of LC3-PLA2, NBD-HPC fluorescence, 1 h. inhibition, % at 8.33 µM. actives 0.51% (n = 340,000). AID 504462; in the data active = inhibition above about 40%
Target sequence (Q9Y4P1 whole entry, looked up): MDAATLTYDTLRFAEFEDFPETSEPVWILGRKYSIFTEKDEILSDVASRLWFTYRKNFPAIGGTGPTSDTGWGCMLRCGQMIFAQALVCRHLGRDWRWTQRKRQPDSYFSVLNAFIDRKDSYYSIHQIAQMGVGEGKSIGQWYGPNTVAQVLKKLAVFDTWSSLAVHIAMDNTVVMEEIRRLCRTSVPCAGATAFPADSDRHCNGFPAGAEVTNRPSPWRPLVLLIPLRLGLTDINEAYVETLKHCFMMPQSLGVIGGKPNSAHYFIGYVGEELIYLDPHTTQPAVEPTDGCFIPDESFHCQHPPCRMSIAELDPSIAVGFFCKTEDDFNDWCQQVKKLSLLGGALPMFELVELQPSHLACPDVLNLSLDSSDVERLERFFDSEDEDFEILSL
HKDC1 inh: HKDC1 (human) hexokinase inhibition. AID 493160. inhibition, % at 20 µM. recombinant HKDC1, G6PDH/diaphorase resazurin coupled fluorescence. Q2TB90. actives 0.16% (n = 340,000);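 active = inhibition above about 35% when tested at 20 µM, limit read from the data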;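 note: plate controls were DMSO wells with enzyme for no effect and DMSO wells lacking enzyme for full effect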
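Material – in-house recombinant HK5 (HKDC1) enzyme · Quantity – HKDC1 at 5 µg/mL · Buffer or medium – pH 8.0 Tris buffer with 10 mM MgCl2 · Reagent – glucose with 1 mM ATP · Dosing – single 20 µM dose · Times – reaction time 90 min, room temperature, protected from light · Technique – resorufin fluorescence at 613 nm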
SENP8 block: SENP8 (human) protease inhibition. Q96LD8. recombinant SENP8, Nedd8 substrate fluorescence. actives 0.64% (n = 360,000). inhibition, % at 20 µM; in the data active = inhibition mostly above about 40%, no sharp cut-off; inactive = mostly below about 27%
SENP7 block: inhibitors of human SENP7 protease | AID 434973 | inhibition, % at 5 µM | actives 1.5% (n = 330,000) | recombinant SENP7, Z-RLRGG-aminoluciferin luminescence, 40 min;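 active = inhibition above about 50% at the single test dose, limit read from the data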;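 note: plate controls were DMSO with enzyme for no effect and no enzyme buffer wells for full effect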
Starred values were filed as active, the others as inactive; . = not tested or not shown. An unsorted share of the library; overall some 6.9% were active at least once.

molecule,MPTP inh,PfG6PD inh,SENP6 block,GRIN3A LBD mod,ATG4B inh,HKDC1 inh,SENP8 block,SENP7 block
Cc1cccc(NC(=O)CN2C(=O)N/C(=C/c3cc(C)n(-c4ccncc4)c3C)C2=O)c1,2.0,-5.3,-3.3,-2.4,-4.7,-5.1,-367.5,-0.2
COc1ccc(NC(=O)c2ccc(OC)cc2)cc1,-1.1,9.9,-28.6,-23.1,-6.3,-1.9,27.9,47.2
CCCCNC(=O)CCSc1nc2nc(C)cc(C)n2n1,-3.0,11.6,-10.2,0.9,-15.0,-3.6,12.3,-11.7
Cc1cccc(C(=O)OC(C)C(=O)Nc2ccc(S(=O)(=O)N3CCCC3)cc2)c1O (centres undefined),0.4,8.5,-8.7,5.1,-13.7,-4.1,-14.6,1.3
O=C(Nc1ccc(S(=O)(=O)N2CCCCC2)cc1)C1CCCN(C(=O)c2ccc(Cl)cc2)C1 (centres undefined),4.2,2.3,5.2,-13.4,0.2,20.9,17.9,-5.9
COC(=O)c1sccc1NC(=O)C1CC1,0.5,-5.7,-2.2,-0.1,8.0,-1.4,2.3,3.7
CC1=CC(C)C(C(=O)O)C(C(=O)Nc2cccnc2)C1 (centres undefined),-0.7,-5.7,2.9,-1.0,-3.8,-2.5,9.9,3.1
COc1ccc(CC(=O)N/N=C/C=C/c2ccc3c(c2)OCO3)cc1OC,1.0,-6.4,-2.2,1.4,-4.1,1.0,-174.4,1.4
CC(=O)Nc1ccc(NC(=O)C2CCCN2S(=O)(=O)c2cccc(C(F)(F)F)c2)cc1 (centres undefined),0.0,5.6,0.7,0.3,3.3,-7.1,-0.1,3.2
COc1cccc(NC(=O)CCCn2c(=S)[nH]c3ccccc3c2=O)c1,2.5,11.1,-5.4,0.6,-18.0,-2.9,12.1,2.1
Cc1nn(CC(=O)NC2CC2)c(C)c1S(=O)(=O)NC(C)(C)C,-0.5,6.4,9.0,-0.6,-3.8,-9.0,16.0,-2.3
Cc1cc(C)c2nc(-c3ccccn3)cc(C(=O)Nc3ccc(S(=O)(=O)Nc4onc(C)c4C)cc3)c2c1,-0.2,20.4,-14.9,0.7,30.2,-6.3,-4.7,-2.9
Cc1[nH]c(C)c(S(=O)(=O)N2CCC(C)CC2)c1C(=O)N1CCCC1,1.1,-11.0,0.2,0.4,5.1,3.2,7.1,0.2
O=c1ccsn1Cc1ccccc1,-5.9,94.4*,-0.8,0.9,-3.3,5.3,11.2,-5.3
CCCn1c(OC)nc2c1c(=O)n(C)c(=O)n2C,-0.5,-13.2,-10.3,0.8,-2.6,-2.4,3.8,7.1
Cc1ccnc2nc(C(=O)Nc3nc(-c4ccccn4)cs3)nn12,-0.4,3.3,-9.6,-1.4,-9.2,3.2,2.2,-8.5
CC(=O)CSc1nnc(Cc2ccc3c(c2)OCO3)o1,0.2,6.1,1.1,1.7,-9.8,-1.7,11.0,3.2
CCOC(=O)CSc1nnc(Cc2ccc(OC)cc2)n1-c1ccccc1,1.4,16.3,14.5,0.3,-13.3,-4.7,3.1,2.5
O=C(c1ccccc1)c1ccc(Oc2ccc(C(=O)O)c(C(=O)O)c2)cc1,-0.5,-12.2,-20.7,-5.5,8.1,-5.0,5.9,1.7
C=CCNc1nc(NCC)nc(N2CCOCC2)n1,-2.0,8.1,-12.0,-1.5,-2.4,-8.0,16.9,3.7
CN(C)C(=O)c1ccc(N/C=C(\C=O)c2nc3ccccc3o2)cc1,-1.1,0.5,-3.7,-2.7,-4.0,-6.8,14.3,2.5
Cc1c(-n2c(SCC(N)=O)nc3ccccc3c2=O)c(=O)n(-c2ccccc2)n1C,-1.7,24.3,10.1,-1.9,1.5,-6.9,7.6,-4.6
CS(=O)(=O)Nc1ccccc1C(=O)NC1CC2CCC1C2 (centres undefined),-0.7,-10.7,4.0,1.9,8.1,7.5,-285.9,2.7
CN(C)S(=O)(=O)c1ccc(NC(=O)Cn2ccsc2=N)cc1,0.1,-12.2,-15.7,-1.4,6.6,-5.7,-3.4,2.6

Marked active in PfG6PD inh, of those listed so far:
molecule	MPTP inh	PfG6PD inh	SENP6 block	GRIN3A LBD mod	ATG4B inh	HKDC1 inh	SENP7 block
O=c1ccsn1Cc1ccccc1	-5.9	94.4*	-0.8	0.9	-3.3	5.3	-5.3

Other compounds.
molecule,MPTP inh,PfG6PD inh,SENP6 block,GRIN3A LBD mod,ATG4B inh,HKDC1 inh,SENP8 block,SENP7 block
Cc1ccc(C(=O)Nc2ccc3c(c2)C(=O)NC3=O)cc1,-0.1,-2.6,-22.0,-0.5,-8.8,-3.5,-362.6,-1.7
Cn1c(=O)c(=O)n(C)c2cc(S(=O)(=O)CCC(=O)N3CCCCC3)ccc21,-0.6,-2.4,-0.5,-1.2,-9.3,-3.6,-17.8,-6.8
COc1ccc(-c2noc(CN(C)C(=O)c3ccc4c(c3)OCO4)n2)cc1,0.9,9.0,-12.1,-1.7,-6.6,-6.3,5.2,-1.2
CCn1cc(C(=O)NCCc2ccccc2)c(=O)c2cc(F)c(N3CCN(C)CC3)cc21,-0.1,13.6,-9.8,-1.7,-7.1,7.2,-145.7,7.8
COc1ccc(C(OC(=O)c2c(C)noc2C)C(=O)NC2CCCC2)cc1 (centres undefined),0.3,3.3,3.5,-1.1,-3.8,-4.6,22.5,-7.6
O=C(CSc1ccc(Br)cc1)Nc1ccccc1N1CCOCC1,0.3,6.5,-13.3,3.6,3.7,-3.2,3.7,-1.0
Cc1ccc2[nH]c(=O)c(CC(=O)O)c(-c3ccccc3)c2c1,-0.9,1.1,-8.9,-1.3,-3.4,3.0,-99.4,3.7
CCO[C@@H]1OC(C(=O)Nc2ccccc2)=C[C@H](c2ccccc2)[C@H]1CCCO,-0.1,26.9,-8.6,-0.6,-10.0,-1.3,18.8,-13.2
O=C(Nc1nnc(Cc2ccccc2)s1)c1cccnc1,-1.2,9.1,2.8,0.6,-1.4,-3.8,-1.6,3.0
Cn1nnc2cc(C(=O)Nc3ccc(Cl)cc3)ccc21,-0.3,-15.5,-3.4,-10.1,-3.5,17.4,10.2,1.0
COc1ccccc1OC(C)C(=O)NNC(=S)NC1CCCC1 (centres undefined),2.7,8.3,-14.0,-0.9,4.6,-0.3,1.8,4.4
Cc1ccc(C(C(=O)NC2CCCCC2)N(C(=O)c2csnn2)C2CC2)cc1 (centres undefined),1.5,-2.7,29.1,-0.2,-13.3,-4.7,3.0,-0.6
O=C1CC(c2ccco2)Cc2c1cnn2-c1nc2ccccc2s1 (centres undefined),-3.8,-17.6,-24.0,-2.5,4.3,10.7,31.0,-2.8
O=C(Nc1ccc(F)cc1)C1CCCN(S(=O)(=O)c2ccc(-n3cnnn3)cc2)C1 (centres undefined),0.5,3.9,-14.6,5.5,-0.8,-2.6,8.6,0.3
CC(C)Cn1cnc2c1c(=O)n(CC(=O)O)c(=O)n2Cc1ccccc1,0.5,-1.8,8.3,-2.0,-1.6,-2.6,5.8,2.0
CC1(C(=O)O)CCC(C(N)=O)C1(C)C (centres undefined),0.7,-1.3,-2.2,-2.5,-3.2,-5.5,14.0,3.6
CCCC/C=C1/CCC(CN(C)C)C1=O (centres undefined),0.0,25.1,.,-2.8,-2.0,4.7,6.9,.
CCn1c(COc2cccc(OC)c2)nnc1SCC(=O)NCC1CCCO1 (centres undefined),1.0,1.4,-22.6,-0.7,0.7,-4.0,3.0,-2.0
COc1ccc(-c2csc3ncn(CC(=O)N4CCOCC4)c(=O)c23)cc1,2.7,0.3,5.2,-1.2,-11.6,-8.1,-25.0,-2.8
COc1ccc(CN(C(=S)Nc2ccccc2)C2CC(=O)N(c3ccc(Cl)cc3)C2=O)cc1 (centres undefined),0.3,16.8,-8.7,24.5*,-20.6,1.6,15.9,7.9
CCc1cc2c(cc3c(=O)n(CC(=O)N4CCN(C)CC4)ncn32)s1,-1.3,9.7,17.9,-0.8,-0.7,-4.9,2.3,13.7
CCN(CC)c1ccc(N2C(=NC(=O)C3CCCO3)SC3CS(=O)(=O)CC32)cc1 (centres undefined),-0.3,2.5,-10.8,-0.9,-6.5,1.5,9.5,0.2
Cc1ccc(CNC(=O)CN(C(=O)C2(C)CC(=O)N=C3C=CC=CN32)c2ccccc2F)cc1 (centres undefined),0.3,4.3,-8.7,0.1,-18.7,-6.3,-295.6,-6.6
CCOC(=O)N1CCC(NC(=O)c2cnn3ccccc23)CC1,0.9,18.5,3.2,1.5,-5.6,-2.4,-80.0,-0.4

Entries of single compounds as entered above:
CC1=CC(C)C(C(=O)O)C(C(=O)Nc2cccnc2)C1 (centres undefined) in the list: MPTP inh = -0.7; PfG6PD inh = -5.7; SENP6 block = 2.9; GRIN3A LBD mod = -1.0; ATG4B inh = -3.8; HKDC1 inh = -2.5; SENP8 block = 9.9; SENP7 block = 3.1
CCCCNC(=O)CCSc1nc2nc(C)cc(C)n2n1 in the list: MPTP inh = -3.0; PfG6PD inh = 11.6; SENP6 block = -10.2; GRIN3A LBD mod = 0.9; ATG4B inh = -15.0; HKDC1 inh = -3.6; SENP8 block = 12.3; SENP7 block = -11.7

Further records
molecule,MPTP inh,PfG6PD inh,SENP6 block,GRIN3A LBD mod,ATG4B inh,HKDC1 inh,SENP8 block,SENP7 block
Cc1cc(C(=O)OCC(=O)Nc2cc(S(=O)(=O)N3CCOCC3)ccc2Cl)c(C)o1,-0.3,-13.0,-8.3,1.7,-7.2,-0.5,21.9,0.7
CCC(C)Sc1nc(C)nc2c1c(=O)n(C)c(=O)n2C (centres undefined),0.7,7.5,18.9,-2.5,-1.3,-0.8,13.1,8.2
CC(C)c1cc(C(=O)N2CCCC(CCC(=O)NCc3ccccc3F)C2)n(C)n1 (centres undefined),-0.6,8.0,-19.4,0.8,-15.1,-0.8,4.6,0.8
Cc1ccc(Sc2ccncc2S(N)(=O)=O)cc1,-1.2,-26.3,-7.2,1.6,-1.5,-4.8,12.5,-6.5
Cc1cc(C)cc(C(=O)NCC(=O)OCC(=O)Nc2ccc(C)cc2Br)c1,1.9,1.1,-11.1,-0.3,1.7,2.0,30.7,9.7
Cc1ccc(NC(=O)CN2CCOCC2)cc1C,-0.7,-1.3,-11.9,-0.9,6.9,-5.2,14.2,-5.6
O=C(COC(=O)CCSc1ccccc1)Nc1ccc(F)cc1Cl,2.2,0.1,-0.6,0.5,-10.1,-2.8,7.0,1.0
COc1ccccc1NS(=O)(=O)c1ccc(NN=C2CCCC2)c([N+](=O)[O-])c1,60.0*,-7.0,0.0,-8.1,-9.5,-2.8,27.1,-4.9
C/C(CC(=O)Nc1cccc(Cl)c1Cl)=N\NC(=O)c1ccccc1C,-3.6,-11.0,-12.8,-2.2,14.5,2.3,0.6,-4.2
